KDM5B inh – blocks human KDM5B histone demethylase activity; Q9UGL1; KDM5B demethylase, FDH-coupled NADH fluorescence (FDH is formaldehyde dehydrogenase); Potency, µM (doses to about 57.7 µM), for the others: top-dose activity change, negative = inhibition, usual class: inhibitors; hit rate 2.6% among 220,000; AID 1347165; active = well fitted inhibition curve with a large enough effect; inconclusive = small, poorly fitted or top-dose-only effect; inactive = no such curve, though single readings can be large or run the other way; note: 0% is about no effect; nearly all actives have a fitted effect of over 70% in size
Target sequence (Q9UGL1 whole entry, looked up): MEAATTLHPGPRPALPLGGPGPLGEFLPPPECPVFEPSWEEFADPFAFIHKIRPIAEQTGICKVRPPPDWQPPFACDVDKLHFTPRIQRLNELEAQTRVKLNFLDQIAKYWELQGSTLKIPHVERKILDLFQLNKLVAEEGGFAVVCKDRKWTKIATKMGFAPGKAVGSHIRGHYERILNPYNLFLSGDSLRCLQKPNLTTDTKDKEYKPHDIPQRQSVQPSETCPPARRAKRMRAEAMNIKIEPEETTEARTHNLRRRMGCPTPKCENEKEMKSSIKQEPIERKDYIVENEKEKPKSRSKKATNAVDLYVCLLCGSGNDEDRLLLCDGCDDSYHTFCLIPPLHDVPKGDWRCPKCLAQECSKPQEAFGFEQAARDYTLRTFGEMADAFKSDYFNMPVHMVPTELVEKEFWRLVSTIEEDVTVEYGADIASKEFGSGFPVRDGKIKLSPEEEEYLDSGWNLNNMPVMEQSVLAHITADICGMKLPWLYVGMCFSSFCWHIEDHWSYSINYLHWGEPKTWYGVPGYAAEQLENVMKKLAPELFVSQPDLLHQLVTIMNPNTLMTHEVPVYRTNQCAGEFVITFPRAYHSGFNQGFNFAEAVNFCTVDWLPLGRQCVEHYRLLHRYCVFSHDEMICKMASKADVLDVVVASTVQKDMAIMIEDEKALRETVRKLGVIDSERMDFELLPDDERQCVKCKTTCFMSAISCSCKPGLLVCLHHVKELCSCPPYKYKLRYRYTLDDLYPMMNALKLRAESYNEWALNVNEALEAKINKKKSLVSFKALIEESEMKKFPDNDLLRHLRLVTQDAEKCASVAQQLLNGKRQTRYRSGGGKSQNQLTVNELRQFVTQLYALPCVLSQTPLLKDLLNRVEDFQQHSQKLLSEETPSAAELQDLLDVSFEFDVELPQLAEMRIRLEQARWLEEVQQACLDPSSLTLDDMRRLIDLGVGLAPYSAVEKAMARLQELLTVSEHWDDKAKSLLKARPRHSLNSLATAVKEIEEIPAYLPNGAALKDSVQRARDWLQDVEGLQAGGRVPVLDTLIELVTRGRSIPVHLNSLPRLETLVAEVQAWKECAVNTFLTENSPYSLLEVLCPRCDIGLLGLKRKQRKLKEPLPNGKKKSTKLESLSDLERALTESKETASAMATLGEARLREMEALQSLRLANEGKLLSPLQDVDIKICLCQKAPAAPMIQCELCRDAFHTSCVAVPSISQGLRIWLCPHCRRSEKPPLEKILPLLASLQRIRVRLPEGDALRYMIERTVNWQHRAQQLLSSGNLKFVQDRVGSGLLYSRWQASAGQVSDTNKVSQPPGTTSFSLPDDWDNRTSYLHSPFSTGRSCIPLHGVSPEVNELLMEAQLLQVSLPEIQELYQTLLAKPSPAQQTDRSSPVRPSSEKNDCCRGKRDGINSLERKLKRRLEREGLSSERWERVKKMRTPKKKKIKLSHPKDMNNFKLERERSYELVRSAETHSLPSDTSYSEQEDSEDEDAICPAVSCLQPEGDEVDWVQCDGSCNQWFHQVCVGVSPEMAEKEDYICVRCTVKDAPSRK
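Coupled FDH/NAD⁺ fluorescence readout. KDM5BΔAP 200 nM final; compound titration, 10 min RT preincubation; substrate mix 12.5 µM H3K4me3, 25 µM 2-OG, 50 µM Fe(II), 100 µM ascorbate, 0.25 mM NAD⁺, 0.25 U/mL FDH; ΔRFU over 30 min.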
An asterisk follows results filed as active; ? = inconclusive; & = joins results of further samples; [ ] = another dose, or the depositor's remark. Potency is the fitted concentration of half-maximal effect. Some of the compounds tested (hit frequency here may not be typical).

canonical_smiles | KDM5B inh
COc1ccc(C(C(=O)O)N2CCc3sccc3C2)c(OC)n1 (stereo unspecified) | ?
CN(C)c1ccc(-c2nnc([C@H]3CCN(Cc4ccccc4)C3)o2)cc1 | ?
COc1ccccc1N1CCN(C(=O)c2noc(-c3ccc(C)cc3)n2)CC1 | -31.0%
CCN1C(=O)CCN(C(=O)c2ccoc2)CC12CCOCC2 | 20.5%
COc1ccc(-c2noc([C@@H](C)NCc3ccccc3)c2C(=O)O)cc1 | -3.2%[86.2 µM]
Cc1nc(-c2ccccc2)n(Cc2nc(-c3cccc(Cl)c3)oc2C)c(=O)c1CCO | -24.3%
Cc1cc2oc(=O)cc(CN(C)Cc3ccccc3F)c2cc1Cl | -15.5%
O=C(c1cc(F)ccc1Cl)N1CCC(n2cc(-c3nc(C4CC4)no3)nn2)C1 (stereo unspecified) | -20.0%
CC(C)(C)C(=O)NCCCCNC(=O)C(C)(C)C | 19.1%
COc1ccc(Cn2c(SCc3ccc(C(=O)NC4CCCCC4)cc3)nc3ccncc32)cc1 | ?
CC(=O)Nc1ccc(C)cc1-c1nnc(SCC(=O)Nc2ccc(Cl)c(Cl)c2)[nH]c1=O | 22.4%
COc1ccc(NC(=O)c2cc(-c3ccncc3)nc3ccc(Br)cc23)cc1OC | -6.6%
CN1c2cc(C(=O)NC3CCCCCC3)ccc2C(=O)N2CCCC21 (stereo unspecified) | ?
CCS(=O)(=O)Nc1cccc(C2=NN(S(C)(=O)=O)C(c3ccccc3C)C2)c1 (stereo unspecified) | -12.8%
CCOc1ccccc1C1NC(=O)N(CC(=O)N2CCN(c3ccc(F)cc3)CC2)C2=C1C(=O)OC2 (stereo unspecified) | 4.7%
CCOc1cc(/C=C(\C#N)C(=O)OC)ccc1OCc1cccc(C(F)(F)F)c1 | 9.8%
CC(=O)Nc1scc(-c2cc(C)ccc2C)c1C#N | -19.7%
CCOC(=O)C1CCCN(S(=O)(=O)c2ccc(F)c(C(=O)Nc3ccc(F)c(F)c3)c2)C1 (stereo unspecified) | -26.0%
COc1ccc(CCC(=O)Nc2cccc(-c3nnc4n3CCCC4)c2)cc1 | -6.4%
CN(C)c1cccc(C(=O)Nc2ncc(-c3cnn(C)c3)c3c2OCC3)c1 | -3.3%[86.2 µM]
O=C1Cc2cc(C(=O)CSc3ccc4c(c3)OCCCO4)ccc2N1 | ?
Cc1cccc(NC(=O)N2CCC(CCNC(=O)Cc3cccc(F)c3)CC2)c1 | 25.1%
Cc1oc(-c2cccs2)nc1C(=O)N1CCC(NC(=O)C2CC2)CC1 | ?
Cc1ccc(S(=O)(=O)NCc2ccc(C(=O)NCCc3cccc(C)c3)cc2)cc1 | -3.3%
CCOc1cc(/C=C2/NC(=O)NC2=O)cc(Br)c1OCC | 21.3%
O=C(c1cccs1)c1cn(CCOc2ccccc2Cl)c2ccccc12 | -29.0%
COc1cc(/C=C(/C#N)C(=O)c2c[nH]c3cc(F)ccc23)cc(OC)c1 | -15.2%
COc1ccc(Cl)cc1CNCCSc1nnnn1C | 13.9%
C/C(CC12CC3CC(CC(C3)C1)C2)=N\NC(=O)C1CC1 | 0.2%
Cc1ccc(NC(=O)c2ccc(-c3nn(C)c(=O)c4ccccc34)cc2)cc1 | 12.5%
CCN(CC)C(=O)C1CCN(S(=O)(=O)c2c(C)noc2/C=C/c2cccc(OC)c2)CC1 | ?
COc1cccc2c1Oc1ncccc1N(c1ccc(C(=O)NCc3ccccc3Cl)s1)C2 | 5.7%
COCCN1CCN(C(=O)C2CCC(=O)N(CCc3cccc(F)c3)C2)CC1 (stereo unspecified) | -2.2%
CCC(=O)N1CCC(Cc2nc(-c3ccccc3)n[nH]2)CC1 | -8.6%
Cc1cccc(-c2noc(-c3cccnc3NCc3ccco3)n2)c1 | ?
COC(=O)c1cnc2c(c(C)nn2C)c1OC | 17.7%
Cc1cc(C(=O)OCC(=O)Nc2cccc(F)c2)c2ccccc2n1 | -12.3%
CCOC(=O)c1cnc(Nc2ccccc2OC)c2ccccc12 | 174.3%[activator]
CNC(=O)c1cccc(CNC(=O)c2nccnc2N)c1 | ?
CCNC(=O)CSC1=N/C(=C\c2ccc(O)c(OCC)c2)C(=O)N1c1ccc(OC(F)F)cc1 | 21.5%
O=C(CCc1ccccc1F)NC1CCCN(C2CCCCCC2)C1 (stereo unspecified) | -17.4%
COCCNC(=O)CCCN1C(=O)COc2ccc(C(=O)COc3ccc(C(C)(C)C)cc3)cc21 | ?
COc1ccc(C(=O)N2C[C@@H](CO)[C@H](c3ccncc3)C2)cc1F | -7.8%
CCO[C@H]1CN(C(=O)C(C)(C)Oc2ccc3c(c2)CCC3)C[C@@H]1O | 5.4%
NC(=O)C(Sc1ncc(C(F)(F)F)cc1Cl)c1ccc(F)cc1 (stereo unspecified) | 3.5%
CC(C)(O)CCc1cccc(C(=O)NCc2ccc3c(c2)OCCCO3)c1 | 23.9%
COc1ccc(OC)c(CCNC(=O)c2cc3c(s2)-c2c(C)cccc2OC3)c1 | ?
COc1ccc(Cl)cc1NC(=O)CN1CCN(S(=O)(=O)N2CCCCC2)CC1 | 28.4%
O=C(NCc1ccc(F)cc1)NC1CCc2n[nH]c(=O)n2CC1 (stereo unspecified) | 7.7%
CCC(c1ccccc1)N1Cc2cc(NS(=O)(=O)c3ccc(Cl)cc3)ccc2OC(C)C1=O (stereo unspecified) | -10.1%

(cont.)
canonical_smiles | KDM5B inh
COc1cccc(C(=O)N2CCC(c3nc(C4CCOC4)no3)CC2)c1 (stereo unspecified) | ?
CN(CC(=O)NC1CCCCNC1=O)Cc1cccc(F)c1 (stereo unspecified) | 1.6%
CCc1cccc(NC(=O)CCc2nc3cccnc3n2-c2ccccc2)c1 | -21.2%
CCCCNC(=O)c1cnn2c(C)c(Cc3c(C)cc(C)cc3C)c(C)nc12 | ?
O=C(Cc1ccc(Cl)cc1)Nc1ccc2oc(-c3ccccc3F)nc2c1 | ?
Cc1ccc(-c2noc(-c3ccc(NCc4ccco4)c([N+](=O)[O-])c3)n2)cc1 | -13.8%
Cn1c(=O)c2c(O)c([N+](=O)[O-])c(=O)n(C)c2n(C)c1=O | ?
COc1ccc(Cn2c(C(=O)O)c(CNCCc3cc(OC)ccc3OC)c3ccc(C)cc32)cc1 | -4.0%
CCC(=O)NCCc1nc2cc(NC(=O)c3cccc([N+](=O)[O-])c3)ccc2n1C | -9.8%
COc1ccc(-c2nc(C(=O)Nc3cccc(C(C)=O)c3)nn2-c2ccc(Cl)cc2)cc1 | -26.8%
O=C(COc1ccc2c(c1)CCC2)NCc1ccccc1CN1CCCCC1 | -13.7%
CCCCN(C1CCS(=O)(=O)C1)S(=O)(=O)c1ccc(OC)c(C)c1 (stereo unspecified) | 19.4%
CN1C(=O)CS(=O)(=O)C12CCN(C(=O)Cc1ccc(Cl)cc1)CC2 | 19.5%
CC(C)c1noc(C2CCCN(C(=O)c3ccoc3)CCC(=O)NCC2)n1 (stereo unspecified) | -14.4%
c1ccc(-c2ccnc(NCCc3c[nH]c4ccccc34)n2)nc1 | 4.3%
CC(=O)NCCc1ccc(-c2csc(-c3ccc(C)cc3)n2)s1 | ?
CCCCNS(=O)(=O)c1ccc2nc(-c3cccnc3)cc(C(=O)NC(C)C)c2c1 | -7.7%&-4.2%
COc1ccc2nc(SCC(=O)Nc3ncccn3)[nH]c2c1 | 10.3%
CCOc1ccccc1NC(=O)CCn1cnc2c1c(=O)n(C)c(=O)n2C | -9.5%
O=C(/C=C/c1cccc(Cl)c1)c1ccc(OC(F)F)cc1OC(F)F | ?
Cc1n[nH]c(C)c1C(N)C(=O)N1CCC(c2nnc3n2CCCCC3)CC1 (stereo unspecified) | -19.2%
COc1ccc(-c2nc(CSCC(=O)N3CCOCC3)c(C)o2)cc1OC | ?
CCc1ccc2nc(-c3ccccc3C)cc(C(=O)O)c2c1 | 11.5%
CCn1ncc(CN2CCCN(Cc3ccncc3)C(c3ccccc3)CC(=O)NCC2)c1C (stereo unspecified) | ?
CN(C)C(=O)c1cccnc1OC1CCN(C(=O)Nc2ccc(Cl)cc2F)C1 (stereo unspecified) | 8.8%
COc1ccc(-c2ccc(=O)n(CC(=O)Nc3ccc(C)cc3C)n2)cc1 | ?
COc1ccccc1OCc1cc(C(=O)N2CCCN3CCC[C@H]3C2)n[nH]1 | ?
COc1ccc(Br)c(C(=O)OCC(=O)c2cc(C)ccc2C)c1 | -3.7%
COc1ccc(OC)c(-c2nc3c(C#N)c[nH]n3c2NC2CCCCC2)c1 | ?
CN(Cc1ccc(C(=O)NC2CC2)cc1)S(=O)(=O)c1ccc2c(c1)CCCC2 | 9.7%
CCOc1ccc(CNC(=O)c2cc3c(=O)n(C)c4ccccc4c3s2)cc1 | -4.0%
Cc1ccc(C(C)C)c(OCC(=O)NCC2(N3CCOCC3)CCCCC2)c1 | ?
Cc1cc(=O)n2nc(N3CCC(C(=O)Nc4ccc(Br)c(C)c4)CC3)sc2n1 | -10.7%
COc1cc(C(=O)/C=C/c2ccccc2Br)ccc1OCC(=O)O | 12.1%
O=C(NCCc1noc(C2CC2)n1)c1cccs1 | 29.8%
COc1cccc(-c2cc3c(=O)n(CCNC(=O)c4ccccc4F)ccn3n2)c1 | ?
CN(C)C(CNC(=O)CCc1ncc(-c2ccc(F)cc2)o1)c1cccc(F)c1 (stereo unspecified) | 14.0%
CCc1ccc(C(=O)N2CCC(Cc3nc(C(C)C)no3)CC2)cc1 | -9.0%
CCCNC(=O)Nc1ccc(OC2CCN(C(=O)CC)C2)nc1 (stereo unspecified) | -31.1%
Cc1ccc(CCNC(=O)CCCn2c(=O)c3cccn3c3ccc(F)cc32)cc1 | ?
CS(=O)(=O)N(C1CC1)C1CCOC2(CCN(C(=O)Cc3ccccc3)CC2)C1 (stereo unspecified) | 20.3%
O=C(Nc1cccc(C(F)(F)F)c1)O[C@@H]1CO[C@H]2[C@@H]1OC[C@@H]2Nc1nccc(-c2ccccc2)n1 | -13.6%
CCSc1oc(-c2ccco2)nc1S(=O)(=O)c1ccc(F)cc1 | -0.6%
CNc1c(NC(=O)Nc2ccc(Cl)cc2)c(=O)oc2ccccc12 | -16.9%
COc1cc(/C=C2\C(=N)N3N=C(S(C)(=O)=O)SC3=NC2=O)cc(OC)c1OCCOc1ccccc1C | -27.0%
CC1(C)CC(NC(=O)C2CCN(c3nc(-c4ccccc4)nc4c3CCC4)CC2)CCO1 (stereo unspecified) | 11.5%
COc1cccc(C(=O)OCc2nc(N)c3ccccc3n2)c1 | -0.1%
Cc1ccccc1CSc1nnc(C2CCN(C(=O)OC(C)(C)C)CC2)o1 | 2.8%
CC1CCCN(c2nnc(NC(=O)Nc3ccc(F)c(Cl)c3)s2)C1 (stereo unspecified) | 2.4%
Cc1cccc(OCC2(CNCC3CCCC3)C[C@@H](O)[C@@H](O)C2)n1 (stereo partly specified) | ?

Going on with the list:
canonical_smiles | KDM5B inh
COCCNC(=O)[C@@H]1C[C@H](Oc2ccccc2)CN1C(=O)CC1CCCC1 | 16.8%
CCOc1ccc(NCc2cccn2-c2nnc(N3CCC(C(=O)NCCc4ccc(OC)c(OC)c4)CC3)s2)cc1 | -51.1%
COc1cccc(N2C(=O)NC(=NC3CCCC3)C23CCCN(CC2CCCCC2)C3)c1 (stereo unspecified) | -15.4%[115 µM]
CNC(=O)c1cc[nH]c1C1CCCN(C(=O)c2cccs2)C1 (stereo unspecified) | 14.9%
NNC(=O)C(Cc1ccc(O)cc1)N1Cc2ccccc2C1=O (stereo unspecified) | 19.3%
C=CCn1c(Oc2ccccc2F)nc2c1c(=O)n(C)c(=O)n2C | -5.5%
Cc1ccc(-n2nc3c(=O)n(CC(=O)NCCC(C)C)nc(C)c3c2C)cc1 | ?
COc1ccc(NC(=O)c2nn(C)c(=O)c3ccccc23)cc1OC(F)F | -26.1%
CCCN(C(=O)c1cccs1)c1nc(-c2ccccc2)cs1 | -3.9%
COCCOC1CCOC2(CCN(C(=O)c3sccc3C)CC2)C1 (stereo unspecified) | -7.4%
Cc1noc(NS(=O)(=O)c2ccc(NC(=O)C(CC(C)C)N3C(=O)c4ccccc4C3=O)cc2)c1C (stereo unspecified) | -10.1%
COc1cccc2c1cc1c(=O)n(CC(=O)NC3CC3)nc(C)n12 | ?
COc1ccc(-n2cc(-c3ccccc3)c3c(NCCc4ccc(OC)c(OC)c4)ncnc32)cc1 | ?
Cc1ccc(S(=O)(=O)N2CCCC(C(=O)O)C2)cc1F (stereo unspecified) | -11.9%
CC(Oc1ccc(Cl)cc1)c1nc(-c2ccc(Cl)cc2)no1 (stereo unspecified) | -5.0%
CN(C)S(=O)(=O)N1CCC(C(=O)N2CCCCCCNC(=O)CC2)CC1 | -21.4%
COC(=O)c1ccc(/C=C/C(=O)NCCC(c2ccccc2)c2ccccc2)cc1 | 1.8%
CC(C)C[C@@H](NC(=O)[C@@]1(O)C[C@@H](O)[C@H](O)[C@@H](NC(=O)c2ccc(F)c(Cl)c2)C1)C(N)=O | 25.2%

Four entries from above, as labelled records:
> CNC(=O)c1cc[nH]c1C1CCCN(C(=O)c2cccs2)C1 (stereo unspecified)
- KDM5B inh: 14.9%

> NNC(=O)C(Cc1ccc(O)cc1)N1Cc2ccccc2C1=O (stereo unspecified)
- KDM5B inh: 19.3%

> C=CCn1c(Oc2ccccc2F)nc2c1c(=O)n(C)c(=O)n2C
- KDM5B inh: -5.5%

> Cc1ccc(-n2nc3c(=O)n(CC(=O)NCCC(C)C)nc(C)c3c2C)cc1
- KDM5B inh: ?

Bioassay records: PubChem BioAssay, National Center for Advancing Translational Sciences (NCATS)
